DSG3 Ab inh: blocks pemphigus antibody binding to human desmoglein-3 | P32926 | DSG3-coupled beads, scFv-anti-DSG3-GFP binding, flow cytometry; active compounds read low | binding (percent of control), % at 10 µM | 310,000 tested, 0.48% active;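 active = binding more than 3 SD below its plate's average and above zero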;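 also: hits lower antibody fragment binding to DSG3; some compounds called inactive have numbers as strong as hits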
MOR-DOR ag: agonists of human mu-delta opioid receptor heterodimerization; P35372+P41143; cells, OPRM1-OPRD1 heterodimerization, luminescence; activation, % at 9.3 µM; 340,000 tested, 0.3% active; AID 504326; in the data active = activation above about 18%;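 also: 0% = vehicle-treated cells and 100% = reference agonist; values of inactives mirror those of a sister screen read the other way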
Target sequence (P35372 whole entry, looked up): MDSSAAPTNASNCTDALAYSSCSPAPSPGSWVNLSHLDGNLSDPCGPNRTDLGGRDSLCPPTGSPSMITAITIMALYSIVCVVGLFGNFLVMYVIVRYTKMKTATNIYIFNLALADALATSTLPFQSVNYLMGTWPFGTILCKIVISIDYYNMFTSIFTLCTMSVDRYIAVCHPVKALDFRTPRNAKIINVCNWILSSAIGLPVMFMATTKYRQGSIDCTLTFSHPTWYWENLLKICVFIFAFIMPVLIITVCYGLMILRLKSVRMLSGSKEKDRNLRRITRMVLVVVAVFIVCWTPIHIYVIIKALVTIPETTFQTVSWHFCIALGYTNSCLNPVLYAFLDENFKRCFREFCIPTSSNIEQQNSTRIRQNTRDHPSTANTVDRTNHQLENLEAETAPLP
Target sequence (P41143 whole entry, looked up): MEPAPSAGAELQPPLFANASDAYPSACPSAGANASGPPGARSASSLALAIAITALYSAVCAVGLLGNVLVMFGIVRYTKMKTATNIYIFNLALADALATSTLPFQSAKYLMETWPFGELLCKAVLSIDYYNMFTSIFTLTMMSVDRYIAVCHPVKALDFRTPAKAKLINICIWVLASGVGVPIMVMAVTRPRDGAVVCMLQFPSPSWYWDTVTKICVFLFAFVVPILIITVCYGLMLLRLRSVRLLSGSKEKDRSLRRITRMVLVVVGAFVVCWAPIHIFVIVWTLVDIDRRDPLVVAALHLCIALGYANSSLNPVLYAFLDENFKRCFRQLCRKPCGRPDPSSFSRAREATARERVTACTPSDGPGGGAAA
HTR5A inv ctr: HTR5A inverse agonism, opioid heterodimer counter-screen; P47898; HTR5A cell line, luminescence; inhibition, % at 9.3 µM; 340,000 tested, 0.083% active; in the data active = inhibition mostly above about 23%, no sharp cut-off; inactive = mostly below about 18%;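 also: 0% = cells with DMSO and 100% = no-cell wells with DMSO; some compounds called inactive have numbers as strong as hits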
AddAB inh: less growth of phage-infected E. coli with AddAB. E. coli expressing H. pylori AddAB, absorbance growth. inhibition, % at 11.9 µM. 330,000 tested, 0.29% active. AID 435030; in the data active = inhibition above about 12%;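 also: 0% = vehicle wells of infected cells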
SUMO Mot1 rescue: blocks SUMOylation pathway, rescuing yeast Mot1-301 growth; S. cerevisiae Mot1-301 growth rescue, ATP luminescence, 38.5C; percent above DMSO median, 100 means doubled; growth rescue, % at 18.8 µM; 320,000 tested, 1% active;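 active = every valid replicate shows activation above 250% relative to neutral control wells; inactive = the rest, any valid replicate at or below 250%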;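 also: OY570 slx delta 5 strain wells were the positive control but not used for scaling; some compounds called inactive have numbers as strong as hits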
PfHsp90 set2: growth inhibition of yeast expressing Plasmodium Hsp90; inhibition, % at 9.4 µM; 310,000 tested, 0.32% active; S. cerevisiae expressing PfHsp90, BacTiter-Glo ATP, 48 h; yeast lacking PDR1 and PDR3 efflux regulators;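 active = every replicate shows inhibition above about 80%, whatever the replicate mean, limit read from the data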;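 also: 0% = DMSO neutral controls and 100% = 20 µM radicicol positive controls; yeast relying on Plasmodium falciparum Hsp90 in place of its own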
phage Ecoli inh: E. coli growth loss with phage present; AID 651602; 360,000 tested, 0.26% active; growth absorbance; inhibition, % at 11.9 µM; in the data active = inhibition above about 11%
PKA-R1A act: activators of PKA-R1A complex. P00514+P68181. PKA-R1A dissociation, Cy5-IP20 fluorescence polarization; scaled: DMSO 0%, 113 µM cGMP 100%. activation, % at 11.4 µM. 340,000 tested, 0.083% active. AID 504707;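 active = percent activation above the mean of all tested compounds plus 3 SD, cut at about 19% in these data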;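 also: higher means more PKAc released from R1A so a rise in polarization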
Ecoli viability: counter-screen for AddAB inhibitors: E. coli growth inhibition; 330,000 tested, 0.27% active; E. coli V3065 growth, OD600 absorbance, 18 h; inhibition, % at 11.9 µM; AID 449728;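 active = inhibition above the campaign's mean inhibition across all tested compounds plus 3 SD, cut at about 9.9% in these data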;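 also: uninfected addAB+ strain grown without phage in ampicillin broth; 0% = DMSO wells and 100% = ciprofloxacin 0.95 µg/ml wells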
HTR5A ag: counter-screen for OPRM1-OPRD1 agonists: human HTR5A agonism; AID 504692; activation, % at 9.3 µM; HTR5A agonist assay, luminescence, cell-based; P47898; 340,000 tested, 0.61% active; in the data active = activation mostly above about 9.5%, no sharp cut-off; inactive = mostly below about 7.6%;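 also: 0% = cells with vehicle only and 100% = reference agonist; strong numbers were not always called active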
MOR-DOR inv ag: mu-delta opioid heterodimer inverse agonism; cell-based MOR-DOR heterodimer luminescence; AID 504357; inhibition, % at 9.3 µM; 340,000 tested, 0.21% active; in the data active = inhibition above about 22%, passing the limit was not always enough;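 also: 0% = cells with DMSO and 100% = wells without cells with DMSO; values of inactives mirror those of a sister screen read the other way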
The depositor's hits bear a star.

COc1ccc([N+](=O)[O-])c(OC)c1C(=O)NC(=O)Nc1c(F)c(F)c(F)c(F)c1F was read as DSG3 Ab inh 111, MOR-DOR ag -1.7, HTR5A inv ctr -19, AddAB inh -2.2, SUMO Mot1 rescue 84, PfHsp90 set2 25, phage Ecoli inh 0.4, PKA-R1A act -6, Ecoli viability -4.7, HTR5A ag 5 and MOR-DOR inv ag 8.
Screening COCCN(C(=O)CSc1n[nH]c(-c2ccc(OC)cc2)n1)c1c(N)n(Cc2ccccc2)c(=O)[nH]c1=O returned DSG3 Ab inh 98, MOR-DOR ag 0.1, HTR5A inv ctr 3, AddAB inh 2.3, SUMO Mot1 rescue 251, PfHsp90 set2 4, phage Ecoli inh -0.1, PKA-R1A act -6, Ecoli viability -0.4, HTR5A ag 0 and MOR-DOR inv ag 0.
COc1ccc(CNC[C@@H](CCCCN(C)Cc2ccc(OC)cc2)N2C[C@H](c3ccccc3)N(CCc3ccc(Cl)c(Cl)c3)C(=O)C2=O)cc1 was read as DSG3 Ab inh 122, MOR-DOR ag 81*, HTR5A inv ctr -57, AddAB inh 1.9, SUMO Mot1 rescue -26, PfHsp90 set2 -21, PKA-R1A act -6, Ecoli viability -4.1, HTR5A ag 21* and MOR-DOR inv ag -473.
Screening CC1CCCC(C)N1C(=O)COc1ccc(F)cc1 (centres undefined) returned DSG3 Ab inh 101, MOR-DOR ag -0.4, HTR5A inv ctr -8, AddAB inh 1.7, SUMO Mot1 rescue 538, PfHsp90 set2 8, phage Ecoli inh 2.7, PKA-R1A act -2, Ecoli viability 0.9, HTR5A ag 3 and MOR-DOR inv ag 2.
COc1ccc(-c2csc(NS(=O)(=O)c3ccc([N+](=O)[O-])cc3)n2)cc1 was read as DSG3 Ab inh 101, MOR-DOR ag 0.6, HTR5A inv ctr 15, AddAB inh 4.2, SUMO Mot1 rescue -3, PfHsp90 set2 -11, phage Ecoli inh 5.4, PKA-R1A act -8, Ecoli viability 4.3, HTR5A ag 3 and MOR-DOR inv ag -4.
`CC(=O)Nc1ccccc1NC(=O)C/C(C)=N/NC(=O)C(=O)N1CCCCC1` gave MOR-DOR ag -1.2, HTR5A inv ctr -8, AddAB inh 3.3, SUMO Mot1 rescue 1, PfHsp90 set2 -4, phage Ecoli inh 0.4, PKA-R1A act -1, Ecoli viability 0.9, HTR5A ag 3 and MOR-DOR inv ag 8.
Screening CCOc1ccccc1NC(=O)COC(=O)c1c(CC)noc1C returned DSG3 Ab inh 95, MOR-DOR ag 0.4, HTR5A inv ctr -4, PfHsp90 set2 -2, phage Ecoli inh 2.7, PKA-R1A act 0, HTR5A ag 2 and MOR-DOR inv ag -3.
Screening CSCCC(NC(=O)c1ccccc1Br)C(=O)NCC1CCCCC1 (centres undefined) returned DSG3 Ab inh 106*, MOR-DOR ag 0.7, HTR5A inv ctr 17, AddAB inh -0.7, SUMO Mot1 rescue 7, phage Ecoli inh 1.7, PKA-R1A act -2, Ecoli viability -2.5, HTR5A ag -9 and MOR-DOR inv ag -3.
`O=C(OCC(F)(F)C(F)F)c1ccccc1C(=O)Oc1ccc(F)cc1F` gave DSG3 Ab inh 97, MOR-DOR ag 1.6, HTR5A inv ctr -26, AddAB inh -0.2, SUMO Mot1 rescue 19, phage Ecoli inh 1.1, PKA-R1A act -12, Ecoli viability 0.5, HTR5A ag -4 and MOR-DOR inv ag -9.
`O=C1CCCCN1CCc1c[nH]c2ccccc12` gave DSG3 Ab inh 91, MOR-DOR ag -0.5, HTR5A inv ctr 0, AddAB inh -2.4, SUMO Mot1 rescue -3, PfHsp90 set2 6, phage Ecoli inh 1.6, PKA-R1A act 5, Ecoli viability -2.0, HTR5A ag -4 and MOR-DOR inv ag 3.
`O=[N+]([O-])c1nn(-c2ccccc2)n(O)c1=NCCc1ccccc1` gave DSG3 Ab inh 126, MOR-DOR ag 4.9, HTR5A inv ctr 1, AddAB inh 4.3, SUMO Mot1 rescue 47, PfHsp90 set2 22, phage Ecoli inh 3.1, PKA-R1A act -9, Ecoli viability 3.2, HTR5A ag 0 and MOR-DOR inv ag -26.
For CC[C@@H]1CC=C[C@H]2[C@H]1C(=O)N(Cc1ccccc1)[C@H]2c1ccc(C(F)(F)F)cc1 the results were DSG3 Ab inh 101, MOR-DOR ag 5.8, HTR5A inv ctr 7, AddAB inh 3.1, SUMO Mot1 rescue 21, PfHsp90 set2 8, phage Ecoli inh 5.0, PKA-R1A act -15, Ecoli viability 0.3, HTR5A ag 1 and MOR-DOR inv ag -33.
`COc1ccc(C(=O)Nc2ccccc2-c2nnn(CC(=O)N3CCOCC3)n2)cc1` gave DSG3 Ab inh 89, MOR-DOR ag 0.6, HTR5A inv ctr 8, AddAB inh -1.2, SUMO Mot1 rescue -3, phage Ecoli inh 5.7, PKA-R1A act -8, Ecoli viability 3.4, HTR5A ag -3 and MOR-DOR inv ag -4.
Screening O=C(C1CCN(C2CC(=O)N(c3cccc(Cl)c3)C2=O)CC1)N1CCCCCC1 (centres undefined) returned MOR-DOR ag -2.8, HTR5A inv ctr -2, AddAB inh 1.9, SUMO Mot1 rescue 126, PfHsp90 set2 63, phage Ecoli inh 1.7, PKA-R1A act -13, Ecoli viability -0.3, HTR5A ag 1 and MOR-DOR inv ag 12.
CC1C(=O)C(C)C(c2ccccc2F)NC1c1ccccc1F (centres undefined) was read as DSG3 Ab inh 105, MOR-DOR ag 6.4, HTR5A inv ctr -3, AddAB inh 0.3, SUMO Mot1 rescue 36, PfHsp90 set2 -3, phage Ecoli inh -0.2, PKA-R1A act -8, Ecoli viability 1.9, HTR5A ag 1 and MOR-DOR inv ag -29.
O=C(/C=C/c1ccc(Cl)c(Cl)c1)NC1=NCCS1 was read as DSG3 Ab inh 101, MOR-DOR ag -0.8, HTR5A inv ctr 0, AddAB inh -1.1, SUMO Mot1 rescue -17, PfHsp90 set2 -13, phage Ecoli inh 0.5, PKA-R1A act -1, Ecoli viability -5.0, HTR5A ag 0 and MOR-DOR inv ag 4.
Screening O=C(NCC(O)c1ccc([N+](=O)[O-])cc1)c1cccc(S(=O)(=O)N2CCOCC2)c1 (centres undefined) returned DSG3 Ab inh 107, MOR-DOR ag -2.0, HTR5A inv ctr -7, AddAB inh 1.5, SUMO Mot1 rescue 1, PfHsp90 set2 1, phage Ecoli inh 1.3, PKA-R1A act -9, Ecoli viability 2.4, HTR5A ag 1 and MOR-DOR inv ag 11.
`O=C(NCC(O)CO)c1csc(Nc2cccc3ccccc23)n1` (centres undefined) gave DSG3 Ab inh 114, MOR-DOR ag -1.9, HTR5A inv ctr -17, AddAB inh -1.4, SUMO Mot1 rescue -13, PfHsp90 set2 -19, phage Ecoli inh -1.2, PKA-R1A act 11, Ecoli viability -1.9, HTR5A ag 4 and MOR-DOR inv ag 10.
For Cc1onc(-c2c(Cl)cccc2Cl)c1C(=O)Nc1nccs1 the results were DSG3 Ab inh 109, MOR-DOR ag 0.1, HTR5A inv ctr 6, AddAB inh -7.4, SUMO Mot1 rescue 118, PfHsp90 set2 -34, phage Ecoli inh 0.2, PKA-R1A act 0, Ecoli viability -5.6, HTR5A ag 1 and MOR-DOR inv ag -1.
O=C(Nc1ncc(Cc2ccccc2)s1)c1cccs1 was read as DSG3 Ab inh 104, MOR-DOR ag -1.9, HTR5A inv ctr 2, AddAB inh -0.9, SUMO Mot1 rescue 18, PfHsp90 set2 -11, phage Ecoli inh -2.5, PKA-R1A act -4, Ecoli viability -3.1, HTR5A ag -3 and MOR-DOR inv ag 9.
For Cc1ccc(-n2cnc3c(=O)[nH]cnc32)cc1[N+](=O)[O-] the results were DSG3 Ab inh 108, MOR-DOR ag -4.4, HTR5A inv ctr 7, PfHsp90 set2 12, phage Ecoli inh 0.9, PKA-R1A act -7, HTR5A ag -2 and MOR-DOR inv ag 23.
For COCCN(C(=O)COC(=O)CCOc1cccc(C)c1)c1c(N)n(Cc2ccccc2)c(=O)[nH]c1=O the results were DSG3 Ab inh 128, MOR-DOR ag -2.6, HTR5A inv ctr 2, AddAB inh 0.2, SUMO Mot1 rescue 3, PfHsp90 set2 18, phage Ecoli inh 2.6, PKA-R1A act 3, Ecoli viability -0.2, HTR5A ag -1 and MOR-DOR inv ag 15.
`CCCCn1c(N)c(N(CC(C)C)C(=O)CCCc2cccs2)c(=O)[nH]c1=O` gave DSG3 Ab inh 110, MOR-DOR ag -3.9, HTR5A inv ctr -4, AddAB inh 0.4, SUMO Mot1 rescue -12, PfHsp90 set2 -7, phage Ecoli inh 0.9, PKA-R1A act 5, Ecoli viability 0.8, HTR5A ag 2 and MOR-DOR inv ag 16.
Screening CC1=NOC(=O)/C1=C\c1ccc(-c2ccc(Br)cc2C(=O)O)o1 returned DSG3 Ab inh 102, MOR-DOR ag -2.4, HTR5A inv ctr 19, AddAB inh -0.1, SUMO Mot1 rescue -1, PfHsp90 set2 -3, phage Ecoli inh 3.7, PKA-R1A act -5, Ecoli viability -1.5, HTR5A ag -1 and MOR-DOR inv ag 11.
`O=C(CN1CCN(Cc2ccccc2)CC1)N1N=CCC1c1ccccc1` (centres undefined) gave DSG3 Ab inh 97, MOR-DOR ag -1.7, HTR5A inv ctr -5, AddAB inh 1.3, SUMO Mot1 rescue -18, PfHsp90 set2 8, phage Ecoli inh 3.5, PKA-R1A act 0, Ecoli viability 0.3, HTR5A ag 3 and MOR-DOR inv ag 9.
CC(=O)Nc1ccc(NC(=O)CCOc2ccccc2C)cc1 was read as MOR-DOR ag 0.6, HTR5A inv ctr 5, AddAB inh 4.4, SUMO Mot1 rescue -14, PfHsp90 set2 -1, phage Ecoli inh -0.3, PKA-R1A act -3, Ecoli viability -1.4, HTR5A ag -2 and MOR-DOR inv ag -4.
Screening O=C(Nc1ccccc1)c1ccc2c(c1)OCO2 returned DSG3 Ab inh 112, MOR-DOR ag -1.8, HTR5A inv ctr -10, AddAB inh 3.2, SUMO Mot1 rescue 0, phage Ecoli inh 2.5, PKA-R1A act 0, Ecoli viability 1.4, HTR5A ag 4 and MOR-DOR inv ag 9.
Screening CSCCC(NS(=O)(=O)c1ccc(C)cc1)C(=O)NC1CCCCC1 (centres undefined) returned DSG3 Ab inh 116, MOR-DOR ag -2.5, HTR5A inv ctr -17, AddAB inh 0.2, SUMO Mot1 rescue 4, phage Ecoli inh 1.6, PKA-R1A act -3, Ecoli viability 1.8, HTR5A ag 7 and MOR-DOR inv ag 12.
CC(C)CN1CN(Cc2ccco2)CNC1=S was read as DSG3 Ab inh 118, MOR-DOR ag -1.9, HTR5A inv ctr 7, AddAB inh 0.9, SUMO Mot1 rescue 5, PfHsp90 set2 -5, phage Ecoli inh 0.1, PKA-R1A act 2, Ecoli viability -0.3, HTR5A ag 0 and MOR-DOR inv ag 10.
For CCOc1ccc(N=c2scc(-c3ccc(OC)cc3)n2CCO)cc1 the results were DSG3 Ab inh 103, MOR-DOR ag 8.4, HTR5A inv ctr -14, AddAB inh 3.1, SUMO Mot1 rescue 30, PfHsp90 set2 27, phage Ecoli inh 1.7, PKA-R1A act 1, Ecoli viability 0.2, HTR5A ag 6 and MOR-DOR inv ag -53.

Screening results deposited in PubChem by several laboratories.
